Assay outcomes deposited in PubChem by PCMD.
FXIIa single = blocks human coagulation factor XIIa activity; inhibition, % at 10 µM; 33,000 tested, 0.2% active; P00748; purified human FXIIa, AMC substrate fluorescence, 2 h; in the data active = inhibition above about 30%;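 note: 0% = enzyme with vehicle only and 100% = no enzyme blank; many of its hits are not listed in these tables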
Target sequence (P00748 20-372 limits assumed): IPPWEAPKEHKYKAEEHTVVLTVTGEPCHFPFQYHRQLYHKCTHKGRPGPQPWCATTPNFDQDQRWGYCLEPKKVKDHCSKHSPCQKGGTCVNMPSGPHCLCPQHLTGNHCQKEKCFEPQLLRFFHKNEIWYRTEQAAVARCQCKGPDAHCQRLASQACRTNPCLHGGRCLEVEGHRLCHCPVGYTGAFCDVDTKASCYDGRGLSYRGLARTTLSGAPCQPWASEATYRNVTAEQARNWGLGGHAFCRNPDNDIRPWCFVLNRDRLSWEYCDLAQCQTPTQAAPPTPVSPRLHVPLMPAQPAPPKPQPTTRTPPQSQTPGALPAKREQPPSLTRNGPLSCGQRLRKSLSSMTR
Target sequence (P00748 373-615 limits assumed): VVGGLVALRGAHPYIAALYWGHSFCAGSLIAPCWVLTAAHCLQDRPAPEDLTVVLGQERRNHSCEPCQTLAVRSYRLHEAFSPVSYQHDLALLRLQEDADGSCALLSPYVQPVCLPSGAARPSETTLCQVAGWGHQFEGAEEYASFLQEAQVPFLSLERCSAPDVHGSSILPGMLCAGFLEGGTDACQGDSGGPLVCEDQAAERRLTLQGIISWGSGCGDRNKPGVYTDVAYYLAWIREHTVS
FXIa inh = inhibitors of human coagulation factor XIa; P03951; inhibition, % at 10 µM; AID 687; purified human FXIa, fluorogenic AMC substrate cleavage; 33,000 tested, 0.3% active;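 active = inhibition above 40% in the primary screen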;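 note: 0% = enzyme without compound and 100% = blank wells lacking enzyme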
An asterisk follows results filed as active. This is a subset; count on the stated rates, not on these rows.

SMILES	FXIIa single	FXIa inh
CC(C)(C)NC(=O)CSc1nsc(SCC(=O)NC(C)(C)C)c1C#N	3.9	-5.3
CCOC(=O)c1cnn(-c2ccc(C(F)(F)F)cn2)c1N	6.2	-9.6
Cn1nnnc1SCc1nnc(-c2ccc(F)cc2)o1	3.2	2.6
CC1CCN(S(=O)(=O)c2ccc(C(=O)Nc3sccc3C(N)=O)cc2)CC1	6.0	4.8
Cc1ccc(C(=O)NCc2ccc3c(c2)OCO3)cc1S(=O)(=O)N1CCOCC1	5.6	6.0
c1ccc(-c2cnnc(N3CCCCC3)n2)cc1	1.2	-2.4
COc1ccc2c(c1)c1ncn(CCN3CCNCC3)c(=O)c1n2C	-5.8	-7.5
CC(=O)OC(C(=O)n1nc(C)cc1C)c1ccccc1 (configuration not stated)	7.1	5.0
CSc1nc2ccc(S(=O)(=O)NC3CCCCC3)cc2s1	3.4	2.6
Cc1c(C(=O)OC2CCCCC2)[nH]c2c1C(=O)CC(C)(C)C2	10.0	-1.9
Cc1nc2ncnn2c(C)c1Cc1ccc(Cl)cc1	19.0	-4.1
COc1ccc2c(c1)CC(C1(O)C(=O)Nc3ccccc31)C2=O (configuration not stated)	5.5	-0.4
Cc1cc(C(=O)N2CCN(C(=O)C3CCCO3)CC2)no1 (configuration not stated)	7.5	4.0
CCOC(=O)c1cc2sc(C)cc2n1CC(=O)N1CCc2ccccc21	5.9	5.3
CCC(=O)N1CCCn2c1nc1ccccc12	13.0	2.1
COc1ccc(-c2ncncc2-c2csc(C)n2)c(O)c1	-0.7	0.8
CCOC(=O)C1CCN(C(=O)c2sc3nc(C)nc(N4CCC(C)CC4)c3c2C)CC1	2.8	-10.8
Cc1ccccc1NC(=O)c1ccc2c(c1)C(=O)N(CCC(C)C)C2=O	-7.8	32.4
Cc1ccc2nc(N3CCN(S(=O)(=O)c4ccc5c(c4)OCCO5)CC3)c(C#N)cc2c1	2.8	1.0
Cc1ccc(NC(=O)c2ccccc2N(C)S(C)(=O)=O)cc1C	7.1	5.1
COC(=O)c1cccc(S(=O)(=O)N2CCC(C)CC2)c1	-0.3	-2.3
O=C(CSCc1c(Cl)cccc1Cl)NCc1ccco1	5.3	0.1
Cc1ccc(NC(=O)COc2ccccc2CNC(C)(C)CC(C)(C)C)cc1	-9.2	-2.5
CCOC(=O)c1oc2ccccc2c1NC(=O)c1ccc(Cl)s1	5.1	6.1
CCOC(=O)C1=C(O)C(Nc2nc3ccccc3s2)(C(F)(F)F)N=C1C (configuration not stated)	-15.6	4.1

(listing goes on)
SMILES	FXIIa single	FXIa inh
COc1ccc(C(=O)Nc2ccc(Cl)cc2C(=O)NCCN2CCOCC2)cc1	4.4	0.8
COc1ccc(-n2c(C)nc3cc(C(=O)NCCN4CCOCC4)ccc32)cc1	-10.2	30.0
O=C(c1ccc(S(=O)(=O)N2CCOCC2)cc1)N1CCc2ccccc2C1	6.7	-2.3
COC(=O)c1ccc(S(=O)(=O)N2C3CCC2CC(NC(=O)NC2CCCCC2)C3)cc1 (configuration not stated)	7.9	11.0
[O-]/C(=C(\C(=S)Nc1cccc2ccccc12)[n+]1ccccc1)c1ccc2c(c1)OCCO2	-1.1	-7.2
O=C(Nc1ccc(N2CCOCC2)cc1)c1cccc(S(=O)(=O)N2CCC(Cc3ccccc3)CC2)c1	7.7	-8.8
CCCCCOC(=O)CSc1n[nH]c(=O)[nH]c1=O	10.5	-1.2
COc1ccccc1CNn1c(-c2cccc(C)c2)nc2ccccc2c1=O	-12.1	21.1
Cc1csc(SCCn2c(N3CCN(c4ccccc4)CC3)nc3c2c(=O)[nH]c(=O)n3C)n1	8.8	1.3
Cn1c(NCCCO)nc2ccccc21	-4.9	2.0
O=C(Oc1ccc(N(Cc2cccs2)C2=NS(=O)(=O)c3ccccc32)cc1)c1ccccc1F	10.1	3.6
CCn1c(=O)cc(SCC(=O)NCc2ccc(C)cc2)c2ccccc21	-15.4	27.2
CCc1ccc(CNn2cnnc2SCC(=O)NC(C)(C)C)cc1	0.8	-6.5
CCOc1ccccc1Nc1nnc(SCC(=O)N2CCCC2)s1	11.0	-4.4
Cc1nnc(NC(=O)c2cccc(Br)c2)s1	10.2	-5.7
Cc1ccc(NC(=O)Nc2sc(=S)n(C)c2C)cc1	9.7	5.5
Cc1cc(C(=O)CSc2nnc(-c3ccccc3)n2Cc2ccc3c(c2)OCO3)c(C)n1C	4.6	3.3
O=C(Nc1ccc2c(c1)OCCO2)C(c1ccc(F)cc1)N1CCCCC1 (configuration not stated)	6.4	-7.7
O=C1/C(=C\Nc2ccccc2)CCN1c1ncccn1	11.1	6.5
CCc1ccc(C(=O)c2cncc(Br)c2)cc1	6.1	9.0
O=C(NCCCn1ccnc1)c1csc2ccccc12	6.0	1.7
Cc1noc(C(=O)Nc2cccnc2)c1Cl	8.7	-5.3
O=C(CNC(=O)c1ccco1)NCC(=O)OCc1ccc(C(=O)Oc2ccc(Cl)cc2)cc1	-4.8	2.2
CNC(=O)C1CCC(=O)N1Cc1ccccc1Cl (configuration not stated)	6.3	-3.3
CCOC(=O)C1=C(C)Nc2ncnn2C1/C=C/c1ccccc1 (configuration not stated)	8.3	1.5

The results go on:
SMILES	FXIIa single	FXIa inh
O=C(CSc1nnc(-c2ccc(Cl)cc2)n1Cc1ccco1)NCc1ccc2c(c1)OCO2	3.8	5.7
CCOC(=O)c1ccc(NC(=O)CC2SC(=NC)N(C)C2=O)cc1 (configuration not stated)	4.1	1.4
COC(=O)c1cc(OC)c(OC)cc1NC(=O)Nc1ccc(OC)cc1	6.4	-1.4
Cc1ccccc1S(=O)(=O)Nc1nc2ccccc2nc1NCCO	6.8	-6.0
CC(C)C(=O)Nc1ccc(NC(=O)c2cccnc2)cn1	-11.5	22.2
Cc1cc(Cl)c(S(=O)(=O)N2CCSCC2)cc1OCC(N)=O	4.8	-2.6
CC1Cc2ccccc2N1C(=O)c1cc2sccc2n1Cc1ccc(F)cc1 (configuration not stated)	4.5	5.4
Cc1cc(C)cc(N(CC(=O)N2CC=C(c3ccccc3)CC2)S(=O)(=O)c2c(C)noc2C)c1	2.4	1.7
COc1ccc(CC(=O)N2CC(C)CC(C)C2)cc1OC (configuration not stated)	-16.0	19.9
CCOc1ccc(Br)cc1/C=N/O	1.0	2.0
COc1ccccc1OC(C)C(=O)Nc1nc(-c2ccc(S(=O)(=O)N3CCOCC3)cc2)cs1 (configuration not stated)	1.8	-0.6
Cc1cc(CCN2CCC(=O)NC2=S)ccc1OC(C)C	-12.7	21.9
COc1ccccc1C(=O)Nc1cc2cc(Br)ccc2oc1=O	2.1	-2.0
CCCC1=C(C(=O)OCC)C(c2cc(Cl)cc(OC)c2OCc2ccccc2)NC(=O)N1 (configuration not stated)	-14.4	-11.3
Cc1cccc(NC(=O)c2sc3nc(-c4ccccc4)cn3c2C)n1	2.3	-0.7
CC(=O)N1CCCc2cc(S(=O)(=O)NC(C(=O)NC3CCCCC3)C(C)C)ccc21 (configuration not stated)	1.4	-1.1
CCCS(=O)(=O)N1CCN(C(=O)COc2ccc(OC)cc2)CC1	11.3	-5.8
O=C1c2ccccc2C(=O)N1c1ccc(Cl)cn1	5.7	10.1
Cc1cc(=O)oc(C)c1C(=O)OCC(=O)c1ccc(Cl)c(Cl)c1	5.5	-3.1
CC(=O)c1c(C)[nH]c(C(=O)OCC(=O)NCCc2ccc(Cl)cc2)c1C	9.3	6.9
Cc1ccc(S(=O)(=O)N=Nc2c(O)[nH]c3ccccc23)cc1	-12.5	17.2
O=C(Nc1ccc(Cl)cn1)c1ccccc1F	7.0	8.5
COc1ccc(S(=O)(=O)N(C)CC(=O)NC2CCCCC2)cc1Cl	6.4	-3.4
Cc1ccc(-c2cc(-c3cccs3)[nH]n2)c(O)c1	-15.6	18.0
Cc1cccc(NC(=O)N2CCCC2C(=O)NCc2cccs2)c1 (configuration not stated)	3.0	2.8

3 structures out of the list, sorted by length of the SMILES, descending:
SMILES	FXIIa single	FXIa inh
CC1Cc2ccccc2N1C(=O)c1cc2sccc2n1Cc1ccc(F)cc1 (configuration not stated)	4.5	5.4
CCOC(=O)c1ccc(NC(=O)CC2SC(=NC)N(C)C2=O)cc1 (configuration not stated)	4.1	1.4
O=C1c2ccccc2C(=O)N1c1ccc(Cl)cn1	5.7	10.1

Remaining list, next part
SMILES	FXIIa single	FXIa inh
CCn1cc(Br)c(C(=O)Nc2cccc(Cl)c2)n1	-2.4	-1.4
COc1ccc2[nH]c(O)c(NC(C)=O)c2c1	2.6	-2.9
Cc1ccc(S(=O)(=O)Oc2ccc(/C=C(/NC(=O)c3ccccc3)C(=O)Nc3ccccc3)cc2)cc1	-14.7	24.0
Cc1[nH]c2ccccc2c1C(=O)CSc1nncn1C	1.6	-0.2
CCOC(=O)c1ccc(NC(=O)CSc2nnc(CNc3ccc(C)cc3)n2C)cc1	1.5	0.9
O=C(NCCN1CCOCC1)c1cc2cc(Br)ccc2oc1=O	-5.5	12.6
CC(C)(C)n1nnnc1C(c1cccs1)N1CCN(c2ccccc2)CC1 (configuration not stated)	5.5	-1.7
Cc1cc(C)n(-c2nc(O)cc(=O)[nH]2)n1	17.2	1.5
Nn1c(SCC(=O)Nc2cccc(F)c2)nnc1C1CCCCC1	7.7	-1.7
CCc1nc(SCc2nc3ccccc3[nH]2)c2oc3ccccc3c2n1	10.0	-1.6
O=S(=O)(NCc1ccccn1)c1ccc(Br)s1	7.8	1.9
O=C1c2ccccc2C(Nc2ccc(S(=O)(=O)N3CCCCC3)cc2)N1Cc1ccco1 (configuration not stated)	7.5	9.4
CCN(C(C)=O)c1nnc(CSc2nc3ccccc3s2)s1	4.6	-1.7
O=C(O)c1cc(-c2ccccc2)nc2ccccc12	4.3	7.4
CC(=O)c1c(C)[nH]c(C(=O)NCc2ccccc2Cl)c1C	3.2	4.8
C(=N\N1CCN(Cc2cccc3ccccc23)CC1)/c1ccco1	-11.1	14.4
Clc1ccc(Nc2nc(-c3cccnc3)cs2)cc1	-0.4	3.4
O=C(NCC1CCCO1)C(C(=O)c1ccccc1)n1ccccc1=O (configuration not stated)	4.3	-10.2
Cc1cc(C)c(S(=O)(=O)NCCn2c(C)cc3ccccc32)c(C)c1	3.9	3.0
O=C(Cn1c(=O)oc2cc(S(=O)(=O)N3CCCC3)ccc21)N1CCc2ccccc2C1	2.0	4.0
CC(C)(C)c1ccc(NC(=O)COc2ccc(-n3ccnc3)cc2)cc1	3.1	5.4
O=C(Nc1ccc(OC(F)F)cc1)Nc1cccc(C(F)(F)F)c1	5.9	3.7
OC1CNCc2cc3c(cc21)OCCO3 (configuration not stated)	6.5	-0.6
O=C(CSc1nnc(-c2ccncc2)n1CC1CCCO1)Nc1cccc(O)c1 (configuration not stated)	-18.0	18.2
CCC(C)(C(=O)NC1CCCCC1)N(Cc1cccs1)C(=O)Cc1cccs1 (configuration not stated)	3.9	6.8

Given with two lines to a compound: 5 of the compounds above
Values run as follows: FXIIa single, FXIa inh
CC(C)(C)c1ccc(NC(=O)COc2ccc(-n3ccnc3)cc2)cc1
  3.1, 5.4
Clc1ccc(Nc2nc(-c3cccnc3)cs2)cc1
  -0.4, 3.4
C(=N\N1CCN(Cc2cccc3ccccc23)CC1)/c1ccco1
  -11.1, 14.4
O=S(=O)(NCc1ccccn1)c1ccc(Br)s1
  7.8, 1.9
O=C(NCC1CCCO1)C(C(=O)c1ccccc1)n1ccccc1=O (configuration not stated)
  4.3, -10.2

Other records
SMILES	FXIIa single	FXIa inh
O=Cc1c(Sc2ccccn2)nc2ccccn2c1=O	7.9	6.1
CC(C)c1c(O)nc(SCCC(=O)O)[nH]c1=O	-13.0	-3.0
Cc1ccccc1NC1=NS(=O)(=O)c2ccccc21	-5.7	-3.4
CCN(CC)C(=O)CSc1nnc(-c2ccncc2)n1N	-2.2	0.3
CC1CN(C)C(c2ccccc2)C(C)C12NC(=O)NC2=O (configuration not stated)	2.6	2.3
O=C(CCS(=O)(=O)c1ccccc1)NC12CC3CC(CC(C3)C1)C2	-1.6	-3.4
Cc1nnc(SCC(=O)NC2CCCC2)s1	5.1	1.6
O=C(O)C1C2CCC(C2)C1C(=O)Nc1nc2ccccc2s1 (configuration not stated)	4.0	-1.2
Cc1c(NC(=O)Cn2nc(C(F)(F)F)c3c2CCCC3)c(=O)n(-c2ccccc2)n1C	8.7	0.1
O=C(Nc1nccs1)C1C2CC3OC(=O)C1C3C2 (configuration not stated)	-12.0	-4.7
CCOC(=O)C1CCN(C(=O)c2ccc(N(C)S(C)(=O)=O)cc2)CC1	4.1	10.3
O=C(NCCc1nc2ccccc2[nH]1)c1ccco1	-2.9	-3.9
COCCCNC(=O)C1CC(=O)N(CCc2ccc(OC)c(OC)c2)C1 (configuration not stated)	6.8	-4.4
O=c1ccc(Oc2nc(N3CCOCC3)nc(N3CCOCC3)n2)nn1-c1ccccc1	-0.3	5.0
CCCCc1nn(-c2cc(Cl)ccc2OC)c2c1C(=O)CCC2	2.9	2.7
C=C(C)c1cccc(C(C)(C)NC(=O)N2CCN(C/C=C/c3ccccc3)CC2)c1	8.4	6.0
O=C(NC1CCS(=O)(=O)C1)Oc1ccccc1 (configuration not stated)	5.3	-11.4
O=C(O)C[CH2][Ge](=[O])[O][Ge](=[O])[CH2]CC(=O)O	3.7	7.2
CC1(CCc2ccc(O)cc2)NC(=O)NC1=O (configuration not stated)	4.5	2.0
COc1ccc(NC(=O)c2cccs2)cc1OC	6.5	19.8
COc1cc(-c2ccc(NC(=O)CN3CCCCC3)c(OC)c2)ccc1NC(=O)CN1CCCCC1	3.1	5.3
CN(C)CCOc1ccccc1-c1ccccc1	11.2	0.7
CCN(CC)S(=O)(=O)c1ccc(NS(=O)(=O)c2ccc(F)cc2)cc1	-9.2	21.5
CCN(CC)c1c([N+](=O)[O-])ncn1C	14.4	1.0
CCOc1cc(-c2cc(-c3ccc(C)o3)nc(N)c2C#N)ccc1O	18.3	3.8

Nothing new here: entries from further up.
SMILES	FXIIa single	FXIa inh
Cc1ccccc1NC1=NS(=O)(=O)c2ccccc21	-5.7	-3.4
CCN(CC)C(=O)CSc1nnc(-c2ccncc2)n1N	-2.2	0.3
CC1CN(C)C(c2ccccc2)C(C)C12NC(=O)NC2=O (configuration not stated)	2.6	2.3
